Pf Dd2 inh – inhibitors of Plasmodium falciparum Dd2 growth; P. falciparum Dd2 growth, SYBR Green, 72 h; active compounds read low; activity change, % at 10 µM; 2.3% of 94,000 active; in the data active means activity change below about -80%; inconclusive means no clear call, values can overlap the other calls
C diff growth – blocks growth of Clostridium difficile. growth activity, negative = inhibition, % at 16 µg/mL (by protocol). 0.25% of 86,000 active. Clostridium difficile clinical isolate growth, OD600, 24 h; active compounds read low;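 active means mean growth activity at or below -80% and every replicate also at or below -80%; inconclusive means mean at or below -80% but some replicate above -80%; inactive means mean growth activity above -80%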;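 further: 0% = DMSO wells and -100% = levofloxacin 16 µg/mL wells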
GASC1 inh – blocks human GASC-1 (KDM4C) demethylase activity | Q9H3R0 | GST-KDM4C 2-372, H3K9me3 peptide, LANCE TR-FRET | inhibition, % at 12.5 µM | 0.15% of 96,000 active | AID 720574;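 active means mean replicate inhibition above about 25%, with at least 55% of replicates also reaching it, limit read from the data, passing the limit was not always enough; inconclusive means only one of those two conditions met; inactive means neither condition met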
Target sequence (Q9H3R0 2-372 limits assumed): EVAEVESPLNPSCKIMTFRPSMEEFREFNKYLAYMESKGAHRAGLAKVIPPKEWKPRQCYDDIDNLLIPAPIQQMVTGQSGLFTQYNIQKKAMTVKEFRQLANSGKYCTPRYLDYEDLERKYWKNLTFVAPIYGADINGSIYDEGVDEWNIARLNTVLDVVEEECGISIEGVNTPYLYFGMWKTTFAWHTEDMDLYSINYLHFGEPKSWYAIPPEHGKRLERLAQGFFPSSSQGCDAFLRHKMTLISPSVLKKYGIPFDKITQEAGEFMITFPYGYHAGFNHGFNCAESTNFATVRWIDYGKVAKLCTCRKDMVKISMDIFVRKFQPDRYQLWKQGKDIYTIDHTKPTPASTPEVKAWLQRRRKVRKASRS
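Compound: one test concentration per compound; Material: GST-GASC-1 enzyme fragment 2-372; Amount: GASC-1 enzyme at 10 nM final in reaction; Also added: H3K9me3 peptide substrate, Fe(II), 2-oxoglutarate; Technique: LANCE TR-FRET; Times: 30 min demethylation and 1 h detection at room temperature.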
T cruzi growth – blocks T. cruzi growth in NIH3T3 culture; T. cruzi beta-gal in NIH3T3, GalScreen luminescence, 90 h; inhibition, % at 8.34 µM; 5.9% of 77,000 active;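 active means mean inhibition above about 93%, with at least 55% of replicates each passing it, limit read from the data, passing the limit was not always enough; inconclusive means only one of those two conditions holds; inactive means neither condition holds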
* marks the source's active call; other numbers are inactive results; ? = inconclusive; / = not tested or not shown; & = joins results of further samples.

Pf Dd2 inh,C diff growth,GASC1 inh,structure,T cruzi growth
-8,-1,-0.8,C[C@H](CO)N1C[C@H](C)[C@H](CN(C)C(=O)Nc2ccc(C(F)(F)F)cc2)Oc2c(NS(=O)(=O)c3cn(C)cn3)cccc2C1=O,-103
-25,-3,-0.8,CO[C@H]1CN(C)C(=O)c2ccc(NC(C)=O)cc2OC[C@H](C)N(C(=O)C2CC2)C[C@@H]1C,/
-2,/,-1.1,COc1ccc(NC(=O)Nc2ccc3c(c2)C(=O)N([C@@H](C)CO)C[C@H](C)[C@@H](CN(C)C(=O)Nc2ccc(C(F)(F)F)cc2)O3)cc1,-112
11,15,3.7,C[C@@H]1CN([C@H](C)CO)C(=O)c2cc(C3=CCCC3)cnc2O[C@@H]1CN(C)Cc1cccnc1,/
19,2,-0.5,C/C=C/c1ccc([C@@H]2[C@@H](CO)N(C(=O)NCCC)[C@@H]2CNC(=O)C2CC2)cc1,28
8,-1,0.1,CO[C@@H]1CN(C)C(=O)c2ccc(NC(C)=O)cc2OC[C@@H](C)N(C(=O)Cc2cccnc2)C[C@H]1C,26
-3,6,6.2,CN(C)CCCNC(=O)C[C@@H]1CC[C@H]2[C@@H](COc3ccc(NC(=O)c4ccc5c(c4)OCO5)cc3C(=O)N2C)O1,-7
-40,5,2.4,C[C@H]1CN([C@@H](C)CO)C(=O)c2cccc(NC(=O)C3CCCCC3)c2O[C@@H]1CN(C)CC1CCCCC1,52
8,/,2.0,Cn1cnc(S(=O)(=O)N2C[C@@H](O)COC[C@@H]3O[C@H](CC(=O)NCc4cc(F)cc(F)c4)CC[C@H]32)c1,-9
66,/,0.8,Cc1cc(C(=O)Nc2cccc3c2O[C@@H](CN(C)C(=O)Nc2c(C)noc2C)[C@H](C)CN([C@H](C)CO)C3=O)n(C)n1,-20
?,3,-0.1,CCCN(C)C[C@@H]1Oc2cc(C#Cc3ccncc3)ccc2S(=O)(=O)N([C@@H](C)CO)C[C@@H]1C,/
-48,28,-5.9,C[C@@H]1CN([C@@H](C)CO)C(=O)c2cc(N(C)C)ccc2O[C@@H](C)CCCCO[C@H]1CN(C)Cc1ccc(C(F)(F)F)cc1,119*
-64,-2,-0.1,C[C@H]1CN([C@@H](C)CO)S(=O)(=O)c2ccc(-c3cccc(C(=O)N(C)C)c3)cc2O[C@H]1CN(C)Cc1ccc2c(c1)OCO2,/
-3,-4,0.6,C[C@H]1CN([C@@H](C)CO)C(=O)c2cccc(NS(C)(=O)=O)c2O[C@H]1CN(C)S(=O)(=O)c1cn(C)cn1,87
-7,3,-1.4,C[C@@H]1CN([C@@H](C)CO)C(=O)c2cc(NC(=O)CCN3CCOCC3)ccc2O[C@@H]1CN(C)Cc1ccc(C(=O)Nc2ccccc2N)cc1,/
33,1,-0.1,Cc1noc(C)c1NC(=O)N(C)C[C@H]1OCCCC[C@@H](C)Oc2ccc(NC(=O)c3ccncc3)cc2C(=O)N([C@H](C)CO)C[C@@H]1C,23
-11,3,-1.7,COCC(=O)N1[C@@H](CO)[C@@H](c2ccccc2)C12CN(Cc1ccccc1)C2,/
16&16,0&-1,1.5,C[C@H]1CN([C@@H](C)CO)S(=O)(=O)c2ccc(Br)cc2O[C@H]1CN(C)C(=O)c1cnccn1,12&18
20,-1,0.2,C[C@H](CO)N1C[C@H](C)[C@@H](CN(C)C(=O)c2ccncc2)OCc2ccccc2-c2c(n(C)c3ccccc23)C1=O,-47
-31,1,1.9,C[C@@H]1CN([C@H](C)CO)S(=O)(=O)c2ccc(-c3ccncc3)cc2O[C@@H]1CN(C)Cc1ccccc1,88
12,-3,-3.1,O=C(Nc1ccccc1)[C@H]1[C@H](CO)[C@H]2Cn3c(cccc3=O)[C@@H]1N2C(=O)c1ccc(F)cc1,-16
7,5,-1.0,O=C(C[C@H]1CC[C@H](NC(=O)C2CCC2)[C@@H](CO)O1)NC1CCC1,/
-20,-6,-0.7,CCS(=O)(=O)N1CC2(CN(C(=O)Cc3ccccn3)[C@@H](CO)c3[nH]c4cc(OC)ccc4c32)C1,/
8,-2,-1.3,Cc1ccc(S(=O)(=O)Nc2ccc3c(c2)C(=O)N(C)[C@H]2CC[C@@H](CC(=O)NCCc4ccncc4)O[C@H]2CO3)cc1,-20
-9,-2,-2.4,CCCNC(=O)N1[C@@H]2CN(C(=O)C3CCC3)c3ccccc3[C@@H]2[C@@H]1CO,18
9,-6,0.1,COCC(=O)NC[C@@H]1[C@@H](c2ccc(C3=CCCC3)cc2)[C@H](CO)N1C(=O)C1CC1,25
14,-3,0.8,C[C@@H]1CCCCO[C@H](CN(C)Cc2ccc(C(=O)O)cc2)[C@H](C)CN([C@@H](C)CO)C(=O)c2cc(NC(=O)Nc3ccc(F)cc3)ccc2O1,6
-63&-67,2&3,-2.5,COCC#Cc1ccc2c(c1)O[C@@H](CN(C)S(=O)(=O)c1cccc(F)c1)[C@@H](C)CN([C@H](C)CO)S2(=O)=O,40&82
/,2,-1.0,C[C@H](CO)N1C[C@H](C)[C@@H](CN(C)S(=O)(=O)c2ccccc2)OCCCC[C@H](C)Oc2ccc(NS(=O)(=O)c3cccs3)cc2C1=O,56
24,/,0.6,O=C(C[C@@H]1C[C@H]2c3cc(NC(=O)C4CCC4)ccc3O[C@H]2[C@@H](CO)O1)NCc1cccc(F)c1,-10
6,0,-0.6,COc1ccc(NC(=O)N(C)C[C@@H]2Oc3ccc(NC(=O)CCC(F)(F)F)cc3CC(=O)N([C@@H](C)CO)C[C@@H]2C)cc1,-6
27,/,0.5,Cc1noc(C)c1NC(=O)Nc1ccc2c(c1)C(=O)N([C@@H](C)CO)C[C@H](C)[C@@H](CN(C)C(=O)NC(C)C)O2,86
16,-3,-0.8,COc1ccc(CN(C)C[C@H]2Oc3ccc(NC(=O)CCN4CCOCC4)cc3C(=O)N([C@@H](C)CO)C[C@@H]2C)cc1,-29
-63,2,-0.4,C[C@H]1CN([C@@H](C)CO)S(=O)(=O)c2ccc(C3=CCCC3)cc2O[C@H]1CN(C)C(=O)Cc1ccncc1,73
-19&4,/,?,C[C@H]1CN([C@@H](C)CO)C(=O)CCCn2nncc2CO[C@H]1CN(C)S(=O)(=O)c1ccccc1,14&39
-30,-3,0.6,O=C(c1ccccc1F)N1CC2(C1)[C@@H](c1ccccc1)[C@@H](CO)N2CC1CCOCC1,/
-14,-6,0.3,CCCNC(=O)Nc1ccc2c(c1)C(=O)N(C)[C@H]1CC[C@H](CC(=O)NCc3ccccc3)O[C@H]1CO2,-22
20,/,-0.6,CO[C@H]1CN(C)C(=O)c2ccc(NC(C)=O)cc2OC[C@@H](C)N(C(=O)CC2CC2)C[C@H]1C,13
14,1,-0.5,O=C(c1ccc(F)cc1)N1CC(=O)N2[C@H](CO)[C@H](c3ccc(-c4ccccc4F)cc3)[C@@H]2C1,/
-2,-6,-0.5,O=C(C[C@H]1CC[C@@H](NC(=O)c2ccc3c(c2)OCO3)[C@@H](CO)O1)NCc1ccc(Oc2ccccc2)cc1,-22
-16,-4,-1.1,CCCNC(=O)N(C)C[C@@H]1Oc2ncc(C#CCC3CCCC3)cc2C(=O)N([C@H](C)CO)C[C@@H]1C,75
-16,-3,0.6,C[C@@H]1CN([C@H](C)CO)C(=O)c2cccc(NC(=O)C3CCCCC3)c2O[C@@H]1CN(C)S(=O)(=O)c1ccc(F)cc1,34
16,6,-0.6,C[C@H]1CN([C@@H](C)CO)C(=O)c2cc(-c3ccc(C#N)cc3)cnc2O[C@@H]1CN(C)CC1CCOCC1,90
-49,-4,0.2,O=C(c1ccccn1)N1CC(=O)N2[C@@H](CO)[C@@H](c3ccc(C#CCc4ccccc4)cc3)[C@@H]2C1,/
49,-5,0.5,C[C@@H]1CN([C@H](C)CO)C(=O)c2cc(-c3cccc(F)c3)cnc2O[C@@H]1CN(C)C(=O)c1cnccn1,-49
-14,0,3.1,C[C@H]1CCCCO[C@@H](CN(C)C(=O)Nc2ccc3c(c2)OCO3)[C@@H](C)CN([C@@H](C)CO)C(=O)c2cc(NS(=O)(=O)c3ccc(F)cc3)ccc2O1,46
-63,30,-9.8,C[C@@H]1CN([C@H](C)CO)C(=O)c2c(c3ccccc3n2C)-c2ccccc2CO[C@H]1CN(C)Cc1ccccc1C(F)(F)F,/
7,1,5.4,C[C@@H]1CN([C@@H](C)CO)C(=O)c2cccc(NC(=O)Nc3ccc4c(c3)OCO4)c2O[C@H]1CN(C)S(=O)(=O)c1ccccc1,36
18,-3,-0.9,O=C([C@H]1[C@H](CO)[C@H]2Cn3c(ccc(-c4ccccc4)c3=O)[C@@H]1N2CCC(F)(F)F)N1CCOCC1,-3
-4,12&9,0.6,C[C@@H]1CN([C@H](C)CO)C(=O)c2cccc(NC(=O)Nc3ccc(F)cc3)c2O[C@H]1CN(C)C,/

Some of these compounds in order of their number in C diff growth, lowest first:
Molecule | Pf Dd2 inh | C diff growth | GASC1 inh | T cruzi growth
CCCNC(=O)Nc1ccc2c(c1)C(=O)N(C)[C@H]1CC[C@H](CC(=O)NCc3ccccc3)O[C@H]1CO2 | -14 | -6 | 0.3 | -22
C[C@H]1CN([C@@H](C)CO)C(=O)c2cccc(NS(C)(=O)=O)c2O[C@H]1CN(C)S(=O)(=O)c1cn(C)cn1 | -3 | -4 | 0.6 | 87
Cc1ccc(S(=O)(=O)Nc2ccc3c(c2)C(=O)N(C)[C@H]2CC[C@@H](CC(=O)NCCc4ccncc4)O[C@H]2CO3)cc1 | 8 | -2 | -1.3 | -20
O=C(c1ccc(F)cc1)N1CC(=O)N2[C@H](CO)[C@H](c3ccc(-c4ccccc4F)cc3)[C@@H]2C1 | 14 | 1 | -0.5 | /
CCCN(C)C[C@@H]1Oc2cc(C#Cc3ccncc3)ccc2S(=O)(=O)N([C@@H](C)CO)C[C@@H]1C | ? | 3 | -0.1 | /
C[C@H]1CN([C@@H](C)CO)C(=O)c2cc(-c3ccc(C#N)cc3)cnc2O[C@@H]1CN(C)CC1CCOCC1 | 16 | 6 | -0.6 | 90

(continued)
Pf Dd2 inh,C diff growth,GASC1 inh,structure,T cruzi growth
10,-1,1.0,C[C@@H]1CN([C@H](C)CO)C(=O)c2cc(NS(=O)(=O)c3cn(C)cn3)ccc2O[C@H]1CN(C)C(=O)Nc1ccccc1,28
-24,-6,0.3,CC(C)CC#Cc1ccc([C@@H]2[C@H](CO)N3C(=O)CN(C(=O)c4ccc5c(c4)OCO5)C[C@@H]23)cc1,/
-77,12,10,C[C@@H]1CCCCO[C@H](CN(C)C(=O)NC2CCCCC2)[C@H](C)CN([C@H](C)CO)C(=O)c2cc(NS(=O)(=O)c3ccc(F)cc3)ccc2O1,63
-22,-1,-3.3,O=C(C[C@@H]1C[C@H]2c3cc(NC(=O)C4CCC4)ccc3O[C@H]2[C@H](CO)O1)NCc1cc(F)ccc1F,49
11,/,-0.2,COC(=O)C[C@H]1C[C@H]2c3cc(NC(=O)CN(C)C)ccc3O[C@H]2[C@@H](CO)O1,-74
19,-4,2.9,C[C@H]1CN([C@@H](C)CO)C(=O)c2cc(NC(=O)Cc3cn(C)c4ccccc34)ccc2O[C@H]1CN(C)Cc1ccc(C(=O)O)cc1,/
-7,6,-0.1,COc1ccc(CNC(=O)C[C@H]2CC[C@@H]3[C@@H](COc4ccc(NC(C)=O)cc4C(=O)N3C)O2)cc1,-14
-2,-3,0.8,COc1ccc(-c2cn(CC[C@@H]3CC[C@H](NC(=O)c4cnccn4)[C@@H](CO)O3)nn2)cc1,-66
3,-4,-2.1,CCC(=O)NC[C@H]1[C@H](c2ccc(-c3ccccc3)cc2)[C@@H](CO)N1C(=O)C1CC1,94
-24,0,7.2,COc1ccc(NC(=O)N2C[C@H]3[C@@H](c4ccccc42)[C@@H](CO)N3Cc2ccccn2)cc1,1
-2,-1,0.3,C[C@H](CO)N1C[C@H](C)[C@H](CN(C)Cc2ccc3c(c2)OCO3)Oc2ccc(NC(=O)CCN3CCOCC3)cc2C1=O,-43
/,-1,-0.7,CO[C@H]1CC[C@@H]2CCN(C)C(=O)[C@@H](C)N(C)C(=O)c3cccc(C#N)c3OC[C@@H]1O2,-9
-47,0,-1.6,C/C=C/c1ccc2c(c1)O[C@H](CN(C)C(=O)c1ccccc1)[C@@H](C)CN([C@@H](C)CO)S2(=O)=O,/
29,-3&-5,-0.3,COc1ccccc1CNC(=O)C[C@@H]1CC[C@@H]2[C@H](COC[C@H](O)CN2C(=O)Nc2ccc(F)cc2)O1,-21
-21,-8,-1.5,COCC#Cc1ccc2c(c1)O[C@H](CN(C)C(=O)C1CCC1)[C@@H](C)CN([C@@H](C)CO)S2(=O)=O,51
18,1,0.2,CC(C)NC(=O)N(C)C[C@@H]1Oc2ccc(NS(C)(=O)=O)cc2CC(=O)N([C@H](C)CO)C[C@H]1C,/
-24,4,-2.4,C/C=C/c1cnc2c(c1)C(=O)N([C@H](C)CO)C[C@H](C)[C@H](CN(C)S(=O)(=O)c1ccc(OC)cc1)O2,19
/,/,-1.2,CO[C@@H]1CN(C)C(=O)c2cc(NC(=O)c3cccc(F)c3)ccc2OC[C@@H](C)N(C(C)=O)C[C@@H]1C,39
-10,1,-0.8,COc1cccc(-c2ccc([C@H]3[C@@H](CO)N4C(=O)CN(C(=O)C5CCCCC5)C[C@@H]34)cc2)c1,/
